EP2 mod: modulators of human EP2 prostaglandin E2 receptor; actives 0.83% (n = 260,000); induction, % at 25 µM; EP2-expressing cells, cAMP HTRF FRET, PGE2 co-stimulation;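 active means compounds whose cAMP rise, as percent of the full-agonist control response, exceeds 60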;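 further: rat C6 glioma line stably carrying human EP2 under a CMV promoter; the protocol text gives 20 µM as final concentration; 100% = response of wells given 1 µM PGE2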
Target sequence (P43116 whole entry, looked up): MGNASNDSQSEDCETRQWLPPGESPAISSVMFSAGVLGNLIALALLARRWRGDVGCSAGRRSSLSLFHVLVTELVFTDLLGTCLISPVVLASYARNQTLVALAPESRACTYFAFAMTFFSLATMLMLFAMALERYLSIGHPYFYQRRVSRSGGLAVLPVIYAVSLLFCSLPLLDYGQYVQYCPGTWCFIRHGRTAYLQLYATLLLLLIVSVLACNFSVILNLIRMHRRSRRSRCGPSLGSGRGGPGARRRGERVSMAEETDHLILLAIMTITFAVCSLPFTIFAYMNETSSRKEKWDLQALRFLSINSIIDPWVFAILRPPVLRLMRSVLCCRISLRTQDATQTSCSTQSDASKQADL
S1P4 agonist: activates the human S1P4 receptor; O95977; S1P4-expressing cell line, agonist reporter assay; activation, % at 4.98 µM; actives 0.35% (n = 220,000); AID 1509; in the data active means activation above about 11%;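 further: 0% = DMSO vehicle and 100% = reference agonist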
NPY1 pot ag: potentiates or activates human NPY-Y1 receptor; activation, % at 3.6 µM; NPY-Y1 expressing cells, potentiator/agonist activation; actives 0.37% (n = 220,000); in the data active means activation above about 33%, passing the limit was not always enough;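 further: cells stimulated with NPY at EC10 then isoproterenol at EC100; 0% = low agonist plus stimulus and 100% = saturating agonist plus stimulus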
Target sequence (P25929 whole entry, looked up): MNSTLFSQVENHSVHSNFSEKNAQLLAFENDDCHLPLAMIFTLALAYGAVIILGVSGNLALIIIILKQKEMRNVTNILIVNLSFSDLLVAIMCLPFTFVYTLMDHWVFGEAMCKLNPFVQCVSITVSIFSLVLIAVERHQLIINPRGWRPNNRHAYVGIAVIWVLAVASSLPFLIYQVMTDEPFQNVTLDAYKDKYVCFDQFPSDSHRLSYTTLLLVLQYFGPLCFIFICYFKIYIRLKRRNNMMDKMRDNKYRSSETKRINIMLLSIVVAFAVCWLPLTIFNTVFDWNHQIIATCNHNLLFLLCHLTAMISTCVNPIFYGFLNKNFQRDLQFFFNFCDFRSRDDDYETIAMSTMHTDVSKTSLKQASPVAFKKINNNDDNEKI
p97 ATPase inh: human p97 ATPase inhibition; actives 0.42% (n = 220,000); AID 1481; P55072; inhibition, % at 8 µM; recombinant p97 ATPase, Kinase-Glo ATP luminescence, 3 h; in the data active means inhibition above about 15%;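 further: 0% = DMSO vehicle and 100% = wells lacking enzyme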
NPY-Y2 PAM-ag: human NPY-Y2 potentiation or agonism, primary screen. P49146. cells expressing NPY-Y2, potentiator/agonist read-out. activation, % at 3.6 µM. actives 0.45% (n = 220,000); in the data active means activation above about 27%;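 further: cells stimulated with NPY near EC25 plus isoproterenol at EC100; 0% = vehicle plus submaximal agonist and 100% = vehicle plus saturating agonist; some results beyond the cut were filed as inactive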
Target sequence (P49146 whole entry, looked up): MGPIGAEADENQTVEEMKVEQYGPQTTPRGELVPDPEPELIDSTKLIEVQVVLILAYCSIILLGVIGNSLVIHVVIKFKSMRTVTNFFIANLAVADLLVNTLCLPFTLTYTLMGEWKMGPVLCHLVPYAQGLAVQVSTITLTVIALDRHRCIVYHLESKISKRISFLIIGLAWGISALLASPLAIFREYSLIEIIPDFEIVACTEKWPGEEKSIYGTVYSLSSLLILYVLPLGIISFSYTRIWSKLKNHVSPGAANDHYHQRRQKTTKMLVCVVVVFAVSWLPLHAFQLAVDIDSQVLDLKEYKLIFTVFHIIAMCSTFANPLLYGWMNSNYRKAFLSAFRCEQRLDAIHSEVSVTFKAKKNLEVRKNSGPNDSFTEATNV
eIF4E 4G PPI: eIF4E/eIF4G interaction inhibition in translation initiation; actives 0.37% (n = 220,000); inhibition, % at 21.7 µM; P63073+Q04637; AID 782; TR-FRET eIF4E-eIF4GI(517-606) binding, 2 h;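 active means inhibition above about 30%, limit read from the data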;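 further: 0% = full FRET control wells and 100% = background wells lacking eIF4GI fragment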
PGE2 EP2 inh: inhibitors of human EP2 prostaglandin E2 receptor; P43116; C6 glioma cells expressing human EP2, cAMP TR-FRET; cells stimulated with saturating PGE2; inhibition, % at 25 µM; actives 0.52% (n = 260,000); AID 1422;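 active means percent inhibition above 40 after rounding to a whole number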;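 further: rat C6 glioma host cells with rolipram phosphodiesterase inhibitor present; the protocol text gives 20 µM as final concentration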
S1P4 antag: antagonists of human S1P4 receptor | O95977 | S1P4-expressing cells, antagonist mode, reporter read-out | inhibition, % at 4.98 µM | actives 0.26% (n = 220,000) | AID 1510; in the data active means inhibition above about 29%;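 further: 0% = wells stimulated with agonist and 100% = vehicle wells without agonist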
NPY-Y1 antag: antagonists of human neuropeptide Y receptor Y1. P25929. HEK293-CNG Y1 cells, membrane potential fluorescence; NPY at EC95, then isoproterenol. inhibition, % at 3.6 µM. actives 1% (n = 200,000). AID 1040;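 active means inhibition above the campaign mean inhibition of all tested compounds plus 3 SD, cut at about 20% in these data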;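 further: 0% = DMSO wells given NPY plus isoproterenol and 100% = isoproterenol alone without NPY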
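Material: HEK293 Y1/CNG channel cell line | Also added: NPY (25 nM), isoproterenol (1 µM), Ro 20-1724 (25 µM) | Compound: One concentration, 3.6 µM, in 0.4% DMSO | Schedule: 3 h dye uptake, 1 h room-temperature compound, 45 min post-isoproterenol | Signal: Membrane-potential fluorescent dye readout | Read-out: % inhibition of NPY effect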
An asterisk follows results filed as active; . = no result given; & = joins results of further samples; [ ] = another dose, or the depositor's remark.

A first look (two entries):
No.	Molecule	EP2 mod	S1P4 agonist	NPY1 pot ag	p97 ATPase inh	NPY-Y2 PAM-ag	eIF4E 4G PPI	PGE2 EP2 inh	S1P4 antag	NPY-Y1 antag
1	COc1ccc(C(=O)/C=C(\C)Nc2ccc(NC(C)=O)cc2)cc1	-20	-1.4	-4	0	-1	-2	6	-14	5
2	O=C1c2ccccc2C(=O)N1CCC(=O)N1CCc2ccccc21	.	0.6	-6	5	-4	.	.	4	3

The whole of this part (from the top)
No.	Molecule	EP2 mod	S1P4 agonist	NPY1 pot ag	p97 ATPase inh	NPY-Y2 PAM-ag	eIF4E 4G PPI	PGE2 EP2 inh	S1P4 antag	NPY-Y1 antag
1	COc1ccc(C(=O)/C=C(\C)Nc2ccc(NC(C)=O)cc2)cc1	-20	-1.4	-4	0	-1	-2	6	-14	5
2	O=C1c2ccccc2C(=O)N1CCC(=O)N1CCc2ccccc21	.	0.6	-6	5	-4	.	.	4	3
3	c1ccc(-n2nnnc2NC2CCCCC2)cc1	-26	-0.8	11	3	-4	-4	4	-6	0
4	CCOC(=O)CSc1nc(CC)nc2ccccc12	38	1.9	-14	2	-10	-8	9	-11	8
5	COc1ccc2nc(-c3ccccc3)cc(OC)c2c1	44	-0.6	-25	-6	10	3	2	19	5
6	CCCn1c(CC)nc([N+](=O)[O-])c1Sc1ccc(F)cc1	15	1.6	11	0	3	-5	3	-12	4
7	CC(C)=CCc1c(O)ccc(C(=O)Cc2ccccc2)c1O	-1	0.2	1	-2	1	6	16	3	3
8	CCCn1cc2c(c1-c1ccc(C)cc1)c(=O)n(C)c(=O)n2C	29	0.9	24	1	-5	-1	1	-2	2
9	COc1ccc2occ(NC(C)=O)c2c1	-14&-47	0.3	8	2	5	6	3&6	-2	-1
10	COc1ccc(-c2nc(C#N)c(NCc3ccccc3Cl)o2)cc1	-32	1.1	-22	-4	-7	-2	6	0	-1
11	COc1ccc(-c2cc(C(=O)NC(C)C)no2)cc1	-33	-2.2	-13	0	7	9	7	-1	0
12	CC(C)CNC1CS(=O)(=O)CC1O (stereo unspecified)	-12	0.2	15	-1	6	-8	3	-6	.
13	Cc1cc(C)nc(SCC(CSc2nc(C)cc(C)n2)C(=O)O)n1	32	-0.2	-22	1	-31	2	6	-1	13
14	O=C(Nc1ccc(F)cc1F)c1ccco1	30	-0.4	-3	2	5	-4	11	-6	2
15	CC(O)C1CCC2C3CC[C@H]4CC(O)CCC4(C)C3CC3(OCCO3)C12C (stereo partly specified)	8	2.0	57*	-3	9	-12[fluorescence artefact?]	-12	6	2
16	O=C(c1ccco1)c1cn(CC(=O)N2CCCCCC2)c2ccccc12	-18	0.8	-2	0	7	-3	5	3	6
17	CCN(CC)c1ccc2cc(C(N)=O)/c(=N\NC(=O)c3ccncc3)oc2c1	14	1.9	6	7	5	1	2	-3	5
18	COc1cccc(CNC(=O)CSc2ccc(-c3cccs3)nn2)c1	-28	-0.9	3	2	-16	-2	10	-14	2
19	C=CCC(C=C)[N+]1(CC(=O)OC)CCCCC1 (stereo unspecified)	-9	-0.8	11	3	5	1	10	-12	1
20	CCN(CC)C(=O)C(C)N(C#N)c1nc(SC)nc(N(C)C)n1 (stereo unspecified)	29	-1.2	20	0	5	-18	6	14	5
21	Cc1ccc(-n2c(Cc3cccs3)nnc2SCC(N)=O)cc1	11	-7.3	10	2	3	-6[fluorescence artefact?]	7	5	2
22	CCCP(=O)(CCC)CCP(=O)(c1ccccc1)c1ccccc1	10	2.4	-3	0	-3	2	6	3	7
23	CCOC(=O)c1sc(NC(=O)CSc2nnc(C)s2)c(C(=O)OCC)c1C	34	1.4	1	3	-1	-13	6	-16	3
24	CC(=O)Nc1ccc(/C=N/NC(=O)c2cccs2)cc1	-58	0.0	-4	-4	-12	-1	1	-18	2

Quoted at random: 2 entries already listed
No.	Molecule	EP2 mod	S1P4 agonist	NPY1 pot ag	p97 ATPase inh	NPY-Y2 PAM-ag	eIF4E 4G PPI	PGE2 EP2 inh	S1P4 antag	NPY-Y1 antag
20	CCN(CC)C(=O)C(C)N(C#N)c1nc(SC)nc(N(C)C)n1 (stereo unspecified)	29	-1.2	20	0	5	-18	6	14	5
24	CC(=O)Nc1ccc(/C=N/NC(=O)c2cccs2)cc1	-58	0.0	-4	-4	-12	-1	1	-18	2

Further results.
No.	Molecule	EP2 mod	S1P4 agonist	NPY1 pot ag	p97 ATPase inh	NPY-Y2 PAM-ag	eIF4E 4G PPI	PGE2 EP2 inh	S1P4 antag	NPY-Y1 antag
25	O=C(O)C1(NS(=O)(=O)c2ccc(Cl)cc2)CCCCC1	9	0.4	16	2	-3	6[fluorescence artefact?]	8	-26	6
26	Cc1cc(C(=O)N/N=C2\CC(=O)CC(C)(C)C2)n[nH]1	9	1.1	25	0	-14	2	8	8	2
27	Clc1nc(-c2ccccn2)nc2scc(-c3ccccc3)c12	24	-0.4	-17	8	-6	9[fluorescence artefact?]	12	-17	3
28	O=C(COC(=O)CC12CC3CC(CC(C3)C1)C2)Nc1cccnc1Cl	11	3.7	-29	-5	-24	7	5	-1	4
29	Cn1cc(C=O)c2cc(F)ccc21	-27	0.3	0	6	5	4	9	-15	10
30	O=C(CN1C(=O)c2ccccc2C1=O)Nc1cccnc1	-8	1.3	7	6	8	4	-5	-11	0
31	CCOC(=O)c1c(NC(=O)c2c(Br)cnn2C)c(C#N)nn1-c1ccccc1	16	0.3	-7	-3	0	0	1	14	1
32	CCOC(=O)c1ccc(NC(=O)c2cc(F)c(F)cc2Cl)cc1	-24	-0.3	2	-1	-20	-1	12	-10	6
33	CC(C)(C)C1CCc2onc(C(=O)O)c2C1 (stereo unspecified)	2&11	2.4	1	4	2	-1	8&4	-10	1
34	CCO[C@@H]1OC(C(=O)NCc2ccccc2)=C[C@H](c2cn(C(C)=O)c3ccccc23)[C@H]1CCCO	3	-0.4	4	-1	3	-1	8	9	2
35	CC(C)OC(=O)CSc1nc(Cc2cccs2)nc2ccccc12	52	-0.8	-4	3	-12	10	2	8	5
36	Cc1ccc2nc3sc(C(=O)Nc4ccc(N5CCOCC5)cc4)c(N)c3cc2c1	-33	-3.5	3	-2	-14	-21[fluorescence artefact?]	.	-7	-2
37	O=C(Nc1ccccc1N1CCOCC1)c1ccc([N+](=O)[O-])cc1	15	0.9	4	-5	13	-3	14	-25	4
38	O=C(NC(=O)c1ccccc1)NC1(C(F)(F)F)OCCO1	-8	0.1	-4	-8	6	-3[fluorescence artefact?]	12	3	-1
39	Cc1cc(NO)nc(-c2ccc(Br)cc2)n1	-25	-0.3	3	5	5	-1	7	2	-3
40	CCOC(=O)c1ccccc1NS(=O)(=O)c1ccc(C)cc1	-17	1.3	28	0	-1	-18	6	-5	0
41	O=[N+]([O-])c1ccc(OC/C=C2\Oc3ccc([N+](=O)[O-])cc3C2N2CCOCC2)cc1 (stereo unspecified)	-8	0.5	-9	2	-15	-2	-4	10	6
42	CC1(C)CCCC(C)(C)N1CC(O)COCCOc1ccc(Br)cc1 (stereo unspecified)	-17	2.6	-35	3	6	6	5	8	3
43	Cc1cc(C)c(S(=O)(=O)N(C)CC(=O)N2CCCCC2)c(C)c1	7	-1.1	0	-6	4	2	11	-20	0
44	COc1cccc(/C=N/Nc2ncnc3c2[nH]c2ccc(C)cc23)c1OC	-77	0.7	5	9	-11	-10	5	-5	.
45	C=CCNC(=O)c1ccc(C)c(Br)c1	-9	-2.8	-4	3	7	5[fluorescence artefact?]	12	-7	2
46	Cc1ccccc1CSCC(=O)N1CCN(c2ccccc2)CC1	-1	0.0	-28	-1	-9	-2	-1	-12	-3
47	O=C(O)/C=C/C(=O)Nc1ccc(O)cc1	22	0.2	8	8	-7	1	12	8	.
48	CCCc1cn(S(=O)(=O)c2ccc(OC)cc2OC)nc1N	-8	2.4	6	0	1	7	6	-16	-3
49	NS(=O)(=O)c1ccc(N/N=C/c2ccc(O)c(O)c2O)c([N+](=O)[O-])c1	-7	-1.2	21	48*	20	78*	17	2	.
50	Cc1ccc(CN2CCc3[nH]c(=O)[nH]c(=O)c3C2)cc1	1	-1.1	3	-4	0	1	7	9	5
51	CCCCn1c(SCC(=O)NC2CC(C)(C)NC(C)(C)C2)nc2cc(S(N)(=O)=O)ccc21	-15	1.1	-3	-3	-5	0	10	-11	.
52	CCOCC(=O)Nc1cc(C(=O)Nc2ccccc2)ccc1Cl	-9	-0.5	-14	-2	-5	1	.	-16	2
53	O=C1CCc2cc(S(=O)(=O)NC(Cc3ccccc3)C(=O)NCC3CCCO3)ccc2N1 (stereo unspecified)	15	-1.6	-20	-4	8	3	9	-22	-5
54	CCOc1nc(NC(=O)NC(=O)c2ccccc2)nc(-c2ccccc2)n1	8	0.5	-6	-2	-6	8	7	-16	-4
55	O=C1NCCc2cc3c(cc21)OCO3	24	-0.6	-30	5	3	6	10	-11	-3
56	CS(=O)(=O)N(CC(=O)Nc1ccc(S(=O)(=O)N2CCOCC2)cc1)c1ccccc1Br	-10	0.0	6	3	-4	0	3	2	-2
57	COc1cc(C)c(S(=O)(=O)N2CCOCC2)cc1C	14	-2.2	-19	-3	-4	6	11	-14	1
58	COC(=O)c1ccc(NC(=O)CS(=O)(=O)Cc2ccccc2)cc1	-6	0.3	2	4	-2	2	20	-11	-3
59	COc1cc(SC)ccc1C(=O)OCC(=O)NC1CCCC1	-7	-0.9	0	0	1	4	10	-3	5
60	O=C(CSCc1c(Cl)cccc1Cl)Nc1ccc2c(c1)OCCO2	-41	0.4	5	3	-14	-2	4	0	0
61	CCCc1cc(C(=O)Cc2nc3ccccc3s2)c(O)cc1O	5	0.9	-11	12	2	13[fluorescence artefact?]	7	7	-6
62	CCCC(=O)n1nc(-c2ccc(Cl)cc2)nc1SC	51	-1.9	1	4	5	-12	.	-4	-6
63	CCOC(=O)COc1ccc(S(=O)(=O)NCc2ccco2)cc1	7	-2.0	-5	3	1	2[fluorescence artefact?]	0	-11	-8

An excerpt from above in order of the S1P4 antag value, low to high.
cpd	SMILES	EP2 mod	S1P4 agonist	NPY1 pot ag	p97 ATPase inh	NPY-Y2 PAM-ag	eIF4E 4G PPI	S1P4 antag	NPY-Y1 antag
24	CC(=O)Nc1ccc(/C=N/NC(=O)c2cccs2)cc1	-58	0.0	-4	-4	-12	-1	-18	2
29	Cn1cc(C=O)c2cc(F)ccc21	-27	0.3	0	6	5	4	-15	10
19	C=CCC(C=C)[N+]1(CC(=O)OC)CCCCC1 (stereo unspecified)	-9	-0.8	11	3	5	1	-12	1
12	CC(C)CNC1CS(=O)(=O)CC1O (stereo unspecified)	-12	0.2	15	-1	6	-8	-6	.
10	COc1ccc(-c2nc(C#N)c(NCc3ccccc3Cl)o2)cc1	-32	1.1	-22	-4	-7	-2	0	-1

Complete entries as entered above. Screens in order: EP2 mod | S1P4 agonist | NPY1 pot ag | p97 ATPase inh | NPY-Y2 PAM-ag | eIF4E 4G PPI | PGE2 EP2 inh | S1P4 antag | NPY-Y1 antag
CS(=O)(=O)N(CC(=O)Nc1ccc(S(=O)(=O)N2CCOCC2)cc1)c1ccccc1Br reads -10 | 0.0 | 6 | 3 | -4 | 0 | 3 | 2 | -2
NS(=O)(=O)c1ccc(N/N=C/c2ccc(O)c(O)c2O)c([N+](=O)[O-])c1 reads -7 | -1.2 | 21 | 48* | 20 | 78* | 17 | 2 | .
CCCCn1c(SCC(=O)NC2CC(C)(C)NC(C)(C)C2)nc2cc(S(N)(=O)=O)ccc21 reads -15 | 1.1 | -3 | -3 | -5 | 0 | 10 | -11 | .
Cc1ccc(CN2CCc3[nH]c(=O)[nH]c(=O)c3C2)cc1 reads 1 | -1.1 | 3 | -4 | 0 | 1 | 7 | 9 | 5

Screening results from PubChem BioAssay.

The list is partial; the hit share may differ from the screen's.
